Source: PubChem BioAssay (several laboratories)
GC-A act = GC-A (human) enzyme activation; P16066; AID 1671463; HEK293 GC-A cells, cGMP TR-FRET, EC30 ANP; 0% at EC30 ANP, 100% saturating ANP; 370,000 tested, 0.14% active; activation, % at 10 µM; in the data active = activation above about 40%
SIAE inh = human SIAE inhibition, primary screen | 370,000 tested, 0.69% active | SIAE FP-Rh probe binding, fluorescence polarization | AID 1053197 | inhibition, % at 9.66 µM | Q9HAT2;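 active = inhibition above a cutoff: mean of compounds within the control limits plus 3 SD of those, cut at about 17% in these data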;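 note: 0% = plate median of compound wells and 100% = probe without SIAE protein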
Target sequence (Q9HAT2 whole entry, looked up): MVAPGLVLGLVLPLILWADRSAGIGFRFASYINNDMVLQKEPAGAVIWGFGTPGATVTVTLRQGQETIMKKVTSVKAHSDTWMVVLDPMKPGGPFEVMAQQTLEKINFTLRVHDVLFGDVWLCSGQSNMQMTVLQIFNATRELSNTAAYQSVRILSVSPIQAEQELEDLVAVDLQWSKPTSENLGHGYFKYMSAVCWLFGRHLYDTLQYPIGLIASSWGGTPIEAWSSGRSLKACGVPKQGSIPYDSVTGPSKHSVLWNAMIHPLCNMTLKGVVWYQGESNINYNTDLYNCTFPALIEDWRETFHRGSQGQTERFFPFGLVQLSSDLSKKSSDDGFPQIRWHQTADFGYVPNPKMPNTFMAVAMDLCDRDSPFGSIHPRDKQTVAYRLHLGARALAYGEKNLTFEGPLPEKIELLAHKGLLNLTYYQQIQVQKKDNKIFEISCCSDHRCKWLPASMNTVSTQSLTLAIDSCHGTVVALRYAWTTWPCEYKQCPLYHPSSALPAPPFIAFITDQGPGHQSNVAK
HTRA1 inh = HTRA1 (human) protease inhibition | inhibition, % at 5.96 µM | Q92743 | 340,000 tested, 0.5% active | recombinant HTRA1, FP-rhodamine activity-based probe, fluorescence polarization; in the data active = inhibition above about 36%;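 note: 0% = enzyme with DMSO and 100% = wells lacking enzyme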
TCR CD3 inh = blocks the human TCR-CD3 interaction; TAMRA-labeled TCR probe fluorescence, biochemical; inhibition, % at 9.4 µM; 360,000 tested, 0.37% active; in the data active = inhibition above about 19%;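 note: recombinant mutant TCR 2C K166C tagged with TAMRA read by polarization; 0% = receptor in buffer alone and 100% = receptor with positive control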
GC-B act = GC-B (human) receptor activation. P20594. 370,000 tested, 0.11% active. HEK293-GC-B cells, CNP EC30, cGMP TR-FRET; 0% at EC30 CNP, 100% saturating CNP. AID 1920062. activation, % at 10 µM;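 active = activation at 10 µM reaching about 35% in either raw or pattern-adjusted values, limit read from the data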
PRMT1 inh = blocks human protein arginine methyltransferase 1 | Q99873 | recombinant PRMT1, activity-based probe fluorescence polarization | inhibition, % at 2.79 µM | 370,000 tested, 1.3% active | AID 652257;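 active = inhibition above about 21% made by adding two undisclosed values, limit read from the data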
rCAG RNA binder = binds r(CAG) RNA repeats | inhibition, % at 3 µM | 370,000 tested, 1.3% active | r(CAG) RNA repeat, TO-PRO-1 dye displacement fluorescence;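 active = inhibition above the plate cutoff, the mean of all test compounds on that plate plus 3 SD, cut at about 35% in these data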;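 note: 0% = DMSO alone and 100% = 100 µM mitoxantrone as full dye displacement; higher means more dye released from RNA so lower well fluorescence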
ABHD4 inh = ABHD4 (mouse) inhibition, primary FP screen | Q8VD66 | 370,000 tested, 0.54% active | AID 720543 | purified mABHD4, FP-Rh probe fluorescence polarization | inhibition, % at 8.92 µM;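 active = inhibition exceeding the mean over every tested compound plus 3 SD, cut at about 30% in these data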;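 note: 0% = plate median of compound wells and 100% = S159A mutant with DMSO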
Target sequence (Q8VD66 whole entry, looked up): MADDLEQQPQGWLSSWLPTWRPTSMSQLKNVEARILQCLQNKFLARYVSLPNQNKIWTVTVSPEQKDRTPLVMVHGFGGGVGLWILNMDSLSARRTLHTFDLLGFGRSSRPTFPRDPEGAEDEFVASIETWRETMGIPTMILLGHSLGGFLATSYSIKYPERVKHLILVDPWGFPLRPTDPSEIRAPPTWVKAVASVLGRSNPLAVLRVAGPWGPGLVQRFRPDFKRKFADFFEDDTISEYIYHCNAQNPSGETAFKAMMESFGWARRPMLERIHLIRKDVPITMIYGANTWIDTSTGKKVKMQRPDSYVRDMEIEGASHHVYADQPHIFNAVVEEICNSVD
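Test system: mouse ABHD4 enzyme, wild type. Reagent: FP-Rh fluorescent activity-based probe, added after compound pre-incubation. Timing: pre-incubation 45 min, probe exposure 60 min, at 25 °C. Technique: FP readout, ex 525 nm / em 598 nm. Benchmarks: high control S159A mutant with DMSO, low control median of compound wells.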
MBD2 DNA inh = inhibitors of human MBD2 binding to methylated oligonucleotide; Q9UBB5; TR-FRET; inhibition, % at 4.4 µM; 370,000 tested, 0.31% active; in the data active = inhibition above about 13%
UHRF1 binding = UHRF1 methyl-DNA binding inhibition; Q96T88; UHRF1 binding to methylated oligo, TR-FRET; inhibition, % at 4.4 µM; 370,000 tested, 0.75% active; AID 687016; in the data active = inhibition above about 21%;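 note: UHRF1 SRA domain binding a hemimethylated CpG hairpin DNA probe; 0% = median of test compound wells and 100% = reference inhibitor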
The depositor's hits bear a star. A portion of the library; count on the stated rates, not on these rows.

C=CCC12C=C(OC)C(=O)OC(OC)(C1O)[C@H](c1ccc3c(c1)OCO3)[C@H]2C (stereo partly specified) was read as GC-A act 1, SIAE inh 3, HTRA1 inh -7, TCR CD3 inh 5, GC-B act 6, PRMT1 inh 0, rCAG RNA binder -5, ABHD4 inh 1, MBD2 DNA inh 3 and UHRF1 binding 1.
`CN(CCO)c1nc(N)c(C#N)c(CC#N)c1C#N` gave GC-A act 6, SIAE inh -8, HTRA1 inh 1, TCR CD3 inh 1, GC-B act 0, PRMT1 inh 15, rCAG RNA binder 4, ABHD4 inh 1, MBD2 DNA inh -6 and UHRF1 binding 2.
`CCOC(=O)CSc1ccc2nnc(CCNS(=O)(=O)c3ccccc3)n2n1` gave GC-A act 2, SIAE inh -10, HTRA1 inh 2, TCR CD3 inh 2, GC-B act 0, PRMT1 inh 7, rCAG RNA binder 1, ABHD4 inh -4, MBD2 DNA inh 1 and UHRF1 binding 2.
For Cc1c(CN2CCC(CO)(CCOc3ccccc3)CC2)c(=O)n(-c2ccccc2)n1C the results were GC-A act 0, SIAE inh -2, HTRA1 inh -3, TCR CD3 inh -10, GC-B act -4, PRMT1 inh 3, rCAG RNA binder 0, ABHD4 inh -7, MBD2 DNA inh 2 and UHRF1 binding 3.
For Cc1ccc(NC(=S)N2CCCC2)cc1 the results were GC-A act -6, SIAE inh -2, HTRA1 inh -1, TCR CD3 inh 0, GC-B act 4, PRMT1 inh 2, rCAG RNA binder -8, ABHD4 inh -5, MBD2 DNA inh -1 and UHRF1 binding 8.
C=CCN1C(=O)/C(=C2/Sc3ccccc3N2CCCS(=O)(=O)O)SC1=S was read as GC-A act 4, SIAE inh 3, HTRA1 inh 17, TCR CD3 inh 2, GC-B act 2, PRMT1 inh 15, rCAG RNA binder 85*, ABHD4 inh 36*, MBD2 DNA inh -3 and UHRF1 binding 2.
N#CCCN(C(=O)CO/N=C/c1cccc([N+](=O)[O-])c1)c1ccccc1 was read as GC-A act 5, SIAE inh 2, HTRA1 inh 2, TCR CD3 inh 2, GC-B act -1, PRMT1 inh 4, rCAG RNA binder -2, ABHD4 inh -1, MBD2 DNA inh 6 and UHRF1 binding 2.
Screening O=C(Nc1nnc(-c2cccs2)s1)c1cccc(F)c1 returned GC-A act -1, SIAE inh -17, HTRA1 inh 1, TCR CD3 inh 5, GC-B act -3, PRMT1 inh -6, rCAG RNA binder -1, ABHD4 inh 1, MBD2 DNA inh 1 and UHRF1 binding 0.
`CCOc1ccccc1N1CC(C(=O)N2CCc3ccccc3C2)CC1=O` (stereo unspecified) gave GC-A act -4, SIAE inh 10, HTRA1 inh 2, TCR CD3 inh -5, GC-B act -2, PRMT1 inh -3, rCAG RNA binder -8, ABHD4 inh -1, MBD2 DNA inh -6 and UHRF1 binding 1.
`COc1ccc(-c2ccc(C(=O)Nc3cccc(C(F)(F)F)c3)c3occc23)c(C)c1` gave GC-A act -3, SIAE inh -28, TCR CD3 inh 0, GC-B act -4, PRMT1 inh -1, rCAG RNA binder 6, ABHD4 inh -10, MBD2 DNA inh -2 and UHRF1 binding 2.
For CC(C)[C@H](NC(=O)OCc1ccccc1)C(=O)OCC(=O)N1C(C)CCCC1C (stereo partly specified) the results were GC-A act 0, SIAE inh -5, HTRA1 inh 2, TCR CD3 inh 0, GC-B act 3, PRMT1 inh 0, rCAG RNA binder -4, ABHD4 inh -11, MBD2 DNA inh 0 and UHRF1 binding 0.
Screening COc1ccccc1C1CC(c2ccc(C)cc2)Nc2ncnn21 (stereo unspecified) returned GC-A act -3, SIAE inh 3, HTRA1 inh 3, TCR CD3 inh 2, GC-B act -14, PRMT1 inh 2, rCAG RNA binder -8, ABHD4 inh -4, MBD2 DNA inh 3 and UHRF1 binding 1.
Screening CCCCCCC(=O)NC1CCCCN(Cc2cccc(Cl)c2)C1=O (stereo unspecified) returned GC-A act -6, SIAE inh 7, GC-B act 3, PRMT1 inh 1, rCAG RNA binder -3, ABHD4 inh 0, MBD2 DNA inh 0 and UHRF1 binding -1.
Screening Cc1ccc2ccccc2c1NC(=O)c1ccco1 returned GC-A act 1, SIAE inh -6, HTRA1 inh -7, TCR CD3 inh 1, GC-B act -1, PRMT1 inh 0, rCAG RNA binder -1, ABHD4 inh 0, MBD2 DNA inh -1 and UHRF1 binding 0.
Screening O=C(Nc1ccc2c(c1)OCO2)c1cncc(Br)c1 returned GC-A act 4, SIAE inh -3, HTRA1 inh -4, TCR CD3 inh -1, GC-B act 2, PRMT1 inh 0, rCAG RNA binder 3, ABHD4 inh -8, MBD2 DNA inh 5 and UHRF1 binding 3.
`CCOc1ccc(Cl)cc1S(=O)(=O)N1CCCC1` gave GC-A act 0, SIAE inh 11, HTRA1 inh -2, TCR CD3 inh 5, GC-B act 2, PRMT1 inh -1, rCAG RNA binder -2, ABHD4 inh 7, MBD2 DNA inh -2 and UHRF1 binding -1.
CC(C)COC(=O)Nc1ccccc1C(=O)N1CCOCC1 was read as GC-A act -2, SIAE inh 6, HTRA1 inh -2, TCR CD3 inh 4, GC-B act 4, PRMT1 inh -3, rCAG RNA binder 1, ABHD4 inh -3, MBD2 DNA inh 4 and UHRF1 binding -1.
`COc1ccc(NC(=O)COC(=O)/C=C/C(=O)OCC(=O)Nc2ccc(OC)c(Cl)c2)cc1Cl` gave GC-A act -16, SIAE inh -1, HTRA1 inh 0, TCR CD3 inh 13, GC-B act -14, PRMT1 inh 0, rCAG RNA binder 8, ABHD4 inh -2, MBD2 DNA inh 2 and UHRF1 binding 0.
Screening COC(=O)Nc1ccc(S(=O)(=O)N2CCCCCC2)cc1 returned GC-A act 4, SIAE inh -2, HTRA1 inh -4, TCR CD3 inh 2, GC-B act 1, PRMT1 inh -3, rCAG RNA binder -4, ABHD4 inh 0, MBD2 DNA inh 5 and UHRF1 binding 2.
For COc1ccc(NC(=O)NCCN2CCc3ccccc3C2)cc1 the results were GC-A act -1, SIAE inh 1, HTRA1 inh -5, TCR CD3 inh -2, GC-B act 1, PRMT1 inh -1, rCAG RNA binder -5, ABHD4 inh -3, MBD2 DNA inh -2 and UHRF1 binding 0.

Arranged by formula weight (falling): four of the compounds above
`COc1ccc(NC(=O)COC(=O)/C=C/C(=O)OCC(=O)Nc2ccc(OC)c(Cl)c2)cc1Cl` gave GC-A act -16, SIAE inh -1, HTRA1 inh 0, TCR CD3 inh 13, GC-B act -14, PRMT1 inh 0, rCAG RNA binder 8, ABHD4 inh -2, MBD2 DNA inh 2 and UHRF1 binding 0.
Screening O=C(Nc1ccc2c(c1)OCO2)c1cncc(Br)c1 returned GC-A act 4, SIAE inh -3, HTRA1 inh -4, TCR CD3 inh -1, GC-B act 2, PRMT1 inh 0, rCAG RNA binder 3, ABHD4 inh -8, MBD2 DNA inh 5 and UHRF1 binding 3.
Screening COC(=O)Nc1ccc(S(=O)(=O)N2CCCCCC2)cc1 returned GC-A act 4, SIAE inh -2, HTRA1 inh -4, TCR CD3 inh 2, GC-B act 1, PRMT1 inh -3, rCAG RNA binder -4, ABHD4 inh 0, MBD2 DNA inh 5 and UHRF1 binding 2.
Screening Cc1ccc2ccccc2c1NC(=O)c1ccco1 returned GC-A act 1, SIAE inh -6, HTRA1 inh -7, TCR CD3 inh 1, GC-B act -1, PRMT1 inh 0, rCAG RNA binder -1, ABHD4 inh 0, MBD2 DNA inh -1 and UHRF1 binding 0.

(continued)
COC(=O)CSc1n[nH]c(-c2ccncc2)n1 was read as GC-A act -3, SIAE inh -1, HTRA1 inh 0, TCR CD3 inh 4, GC-B act 3, PRMT1 inh -3, rCAG RNA binder 7, ABHD4 inh 6, MBD2 DNA inh -1 and UHRF1 binding 0.
For CCOC(=O)c1noc(C)c1C(=O)Nc1cccc(F)c1 the results were GC-A act 3, SIAE inh 1, HTRA1 inh 6, TCR CD3 inh 1, GC-B act -2, PRMT1 inh -4, rCAG RNA binder -2, ABHD4 inh 1, MBD2 DNA inh -5 and UHRF1 binding -7.
Screening O=C(COC(=O)c1ncc(Cl)c(Cl)c1Cl)NC1CCS(=O)(=O)C1 (stereo unspecified) returned GC-A act 3, SIAE inh 10, HTRA1 inh 4, TCR CD3 inh 1, GC-B act -4, PRMT1 inh -3, rCAG RNA binder 0, ABHD4 inh 2, MBD2 DNA inh -2 and UHRF1 binding -3.
For Oc1ccc(C[C@H]2CNC(=S)N2CC2CCCN2C[C@H](Cc2ccc(O)cc2)N2C[C@H](Cc3ccccc3)N(CC3CCCCCC3)C2=S)cc1 (stereo partly specified) the results were GC-A act -1, SIAE inh -27, HTRA1 inh -72, TCR CD3 inh -4, GC-B act 3, PRMT1 inh 0, rCAG RNA binder 19, ABHD4 inh -25, MBD2 DNA inh -1 and UHRF1 binding 2.
`CCOC(=O)CNc1c(-c2ccc(Cl)cc2)nc2cnccn12` gave GC-A act 19, SIAE inh -1, HTRA1 inh -3, TCR CD3 inh -3, GC-B act 6, PRMT1 inh 1, rCAG RNA binder -8, ABHD4 inh -2, MBD2 DNA inh -1 and UHRF1 binding -4.
Screening Cc1nnc(NC(=O)CSc2nc3[nH]ncc3c(=O)[nH]2)s1 returned GC-A act 5, SIAE inh 4, HTRA1 inh -2, TCR CD3 inh -1, GC-B act 2, PRMT1 inh -1, rCAG RNA binder -4, ABHD4 inh 1, MBD2 DNA inh 2 and UHRF1 binding 3.
Screening CC(C)N1CCC1(C)C(=O)Nc1ccc2scnc2c1 (stereo unspecified) returned GC-A act 2, SIAE inh 11, TCR CD3 inh 0, GC-B act 0, PRMT1 inh -2, rCAG RNA binder 1, ABHD4 inh -4, MBD2 DNA inh 4 and UHRF1 binding -1.
`COc1ccc(S(=O)(=O)N2CCN(C(=O)c3cc(-c4ccc(C)cc4)n[nH]3)CC2)cc1` gave GC-A act -2, SIAE inh -9, HTRA1 inh -29, TCR CD3 inh -10, GC-B act -14, PRMT1 inh 4, rCAG RNA binder 5, ABHD4 inh -10, MBD2 DNA inh -1 and UHRF1 binding 0.
For O=C(CCn1cccc1)NC1CCCc2ccccc21 (stereo unspecified) the results were GC-A act 0, SIAE inh 2, HTRA1 inh -6, TCR CD3 inh 1, GC-B act 5, PRMT1 inh 1, rCAG RNA binder -1, ABHD4 inh 3, MBD2 DNA inh -2 and UHRF1 binding -1.
For O=C(NCc1ccncc1)Nc1cccc([N+](=O)[O-])c1 the results were GC-A act 1, SIAE inh -3, HTRA1 inh -1, TCR CD3 inh -3, GC-B act 2, PRMT1 inh -3, rCAG RNA binder -1, ABHD4 inh 0, MBD2 DNA inh -2 and UHRF1 binding 1.
Screening O=C(NCc1ccc(F)cc1)c1[nH]c(C(F)(F)F)nc1-c1ccccc1 returned GC-A act -1, SIAE inh -2, TCR CD3 inh -1, GC-B act 5, PRMT1 inh -1, rCAG RNA binder 5, ABHD4 inh -3, MBD2 DNA inh 0 and UHRF1 binding -3.
For Cc1ccccc1NCN1C(=O)C2CCC(C)(C1=O)C2(C)C (stereo unspecified) the results were GC-A act 3, SIAE inh 1, HTRA1 inh 3, TCR CD3 inh -5, GC-B act 1, PRMT1 inh 3, rCAG RNA binder -2, ABHD4 inh 2, MBD2 DNA inh 3 and UHRF1 binding 1.
`COCc1c(C(=O)NCC(c2ccco2)N2CCCC2)oc2ccccc12` (stereo unspecified) gave GC-A act -1, SIAE inh -4, HTRA1 inh -3, TCR CD3 inh 4, GC-B act 6, PRMT1 inh -3, rCAG RNA binder 4, ABHD4 inh -1, MBD2 DNA inh 1 and UHRF1 binding 1.
